High-throughput results deposited in PubChem by National Center for Advancing Translational Sciences (NCATS).
Pol iota inh: DNA polymerase iota (human) inhibition; Pol iota fluorescent replication assay, 10 min; AID 588590; Q9UNA4; 390,000 tested, 1% active; Potency, µM (top dose mostly 115 µM), for the others: at the top dose activity, negative = inhibition, hits mostly inhibitors; further: potency means the concentration at half of the fitted maximal effect
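Pol iota at 10 nM preincubated 15 min with compounds at room temperature; reaction started with fluorescent substrate, 50 nM final. Fluorescence read kinetically at 0 and 10 min; buffer-only wells as negative control.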
LDHA inh: LDHA (human) enzyme inhibition | P00338 | purified LDHA, NADH/diaphorase-resazurin fluorescence; hits give low values | activity change, % (values are at about 110 or 230 µM) | 480,000 tested, 0.15% active; in the data active means activity change below about -30%; inconclusive means mostly about -25% to -30%;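 further: plate controls were DMSO wells for no effect and wells without enzyme for full effect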
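LDH5 2 nM; NADH 0.06 mM, pyruvate 0.2 mM; 200 mM Tris pH 7.4, EDTA, Tween-20; 5 min RT. Detection: diaphorase 0.133 mg/mL + resazurin 37 µM, fluorescence ex540/em590 at 0 and 20 min; normalized to enzyme-free and DMSO wells.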
Pol kappa inh: blocks human DNA polymerase kappa activity; AID 588579; 400,000 tested, 0.53% active; Q9UBT6; Potency, µM (series often up to 107 µM), inactives show at the highest dose activity, negative = inhibition, hits mostly inhibitors; purified Pol kappa, fluorescent DNA synthesis assay, 10 min; further: potency means the concentration at half of the fitted maximal effect; on the % scale 0 is the no-effect control and ±100 the full control effect
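Kinetic fluorescence screen: compound preincubated 15 min RT with 10 nM enzyme; 50 nM substrate (final) initiates; reads at 0/10 min.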
Anesthetic bind: binds horse apoferritin like a general anesthetic; P02791; Potency, µM (series often up to 77.5 µM), without a hit: top-dose activity change, negative = displacement, actives largely listed as inhibitors; AID 485281; 350,000 tested, 0.074% active; apoferritin/1-aminoanthracene competitive binding, fluorescence; further: potency means the concentration at half of the fitted maximal effect; on the % scale 0 is the no-effect control and ±100 the full control effect; nearly all actives have a fitted effect of over 20% in size
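Concentration-response curves derived by four-parameter Hill fitting of normalized fluorescence, where compounds displaced 1-AMA from 10 uM horse apoferritin following a brief 10 min room-temperature incubation; propofol titration acted as positive control.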
Pol eta inh: inhibitors of human DNA polymerase eta; Q9Y253; recombinant Pol eta, fluorescent DNA replication assay; Potency, µM (doses to about 114 µM), inactives show top-dose activity change, negative = inhibition, most hits filed as inhibitors; 390,000 tested, 1.2% active; AID 588591; further: potency means the concentration at half of the fitted maximal effect; on the % scale 0 is the no-effect control and ±100 the full control effect
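Pol eta at 10 nM preincubated with compounds 15 min at room temperature; reaction started with fluorescent substrate (50 nM final) and read kinetically at 0 and 10 min.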
BLM helicase inh: Bloom syndrome helicase (human) inhibition. P54132. recombinant BLM DNA unwinding, fluorescence dequenching. Potency, µM (titrated, usually from 56.1 µM), inactives show at the highest dose activity change, negative = inhibition, hits mostly inhibitors. 350,000 tested, 0.2% active. AID 2528;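 further: potency means the concentration at half of the fitted maximal effect; plate controls were vehicle for no effect and no enzyme for full effect; nearly all actives have a fitted effect of over 35% in size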
Target sequence (P54132 whole entry, looked up): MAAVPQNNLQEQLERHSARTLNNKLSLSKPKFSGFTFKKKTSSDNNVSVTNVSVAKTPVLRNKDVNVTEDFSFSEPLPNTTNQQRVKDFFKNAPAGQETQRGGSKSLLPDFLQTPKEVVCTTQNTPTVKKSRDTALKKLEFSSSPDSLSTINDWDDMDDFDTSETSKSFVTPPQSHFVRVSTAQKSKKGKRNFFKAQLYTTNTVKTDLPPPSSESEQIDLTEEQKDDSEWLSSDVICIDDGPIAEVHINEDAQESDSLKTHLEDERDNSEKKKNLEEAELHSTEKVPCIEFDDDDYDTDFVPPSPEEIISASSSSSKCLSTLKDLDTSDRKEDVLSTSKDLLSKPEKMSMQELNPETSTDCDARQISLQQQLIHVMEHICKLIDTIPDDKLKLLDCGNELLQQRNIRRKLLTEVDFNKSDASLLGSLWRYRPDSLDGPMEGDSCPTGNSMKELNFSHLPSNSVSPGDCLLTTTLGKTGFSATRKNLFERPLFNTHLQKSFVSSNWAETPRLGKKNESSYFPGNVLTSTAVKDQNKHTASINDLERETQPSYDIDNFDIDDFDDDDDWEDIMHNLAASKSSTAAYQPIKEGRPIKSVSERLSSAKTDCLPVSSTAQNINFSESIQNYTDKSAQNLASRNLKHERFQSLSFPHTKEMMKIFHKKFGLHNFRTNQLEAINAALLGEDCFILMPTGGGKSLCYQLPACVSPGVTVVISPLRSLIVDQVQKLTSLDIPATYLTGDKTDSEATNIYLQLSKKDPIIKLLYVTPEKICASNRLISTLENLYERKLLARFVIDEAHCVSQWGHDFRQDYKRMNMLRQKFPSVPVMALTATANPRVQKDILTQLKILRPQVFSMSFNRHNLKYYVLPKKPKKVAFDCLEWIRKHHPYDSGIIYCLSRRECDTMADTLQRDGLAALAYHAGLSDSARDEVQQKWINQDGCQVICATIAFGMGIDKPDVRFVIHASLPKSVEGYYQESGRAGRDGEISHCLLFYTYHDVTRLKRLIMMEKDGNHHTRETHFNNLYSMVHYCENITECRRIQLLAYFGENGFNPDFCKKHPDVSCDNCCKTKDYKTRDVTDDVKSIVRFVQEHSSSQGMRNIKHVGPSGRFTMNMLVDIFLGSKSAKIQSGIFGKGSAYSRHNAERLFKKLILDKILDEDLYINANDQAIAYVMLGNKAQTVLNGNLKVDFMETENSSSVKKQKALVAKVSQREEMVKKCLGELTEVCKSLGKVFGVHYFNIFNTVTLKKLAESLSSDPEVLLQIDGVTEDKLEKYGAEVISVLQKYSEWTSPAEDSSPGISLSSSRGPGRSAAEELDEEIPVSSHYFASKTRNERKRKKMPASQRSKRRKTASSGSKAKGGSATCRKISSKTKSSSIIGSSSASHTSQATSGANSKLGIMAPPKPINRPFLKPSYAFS
Pol beta inh: DNA polymerase beta (human) inhibition | AID 485314 | 340,000 tested, 1.3% active | Pol beta primer extension/strand displacement, fluorescence kinetic | Potency, µM (titrated, usually from 114 µM), inactives show top-dose activity change, negative = inhibition, most hits filed as inhibitors; further: potency means the concentration at half of the fitted maximal effect; on the % scale 0 is the no-effect control and ±100 the full control effect
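Human Pol beta at 10 nM; strand-displacement substrate 50 nM final. Compound exposure 15 min at room temperature before start, reaction 10 min at room temperature.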
Glioma ERSR ind: induces the endoplasmic reticulum stress response in human glioma cells; Potency, µM, without a hit: top-dose activation, usual class: activators; 420,000 tested, 0.02% active; U87-MG GRP78 promoter luciferase reporter, 16 h; further: potency means the concentration at half of the fitted maximal effect; series mostly up to about 76 µM; % of control where 0% means no effect; nearly all actives have a fitted effect of over 35% in size
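Stably transfected U87-MG glioma cells carrying a GRP78-based luciferase sensor; 16 h compound incubation. Luminescence end-point read 10 min after Bright-Glo addition at room temperature.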
APE1 inh: APE1 (human) endonuclease inhibition; recombinant APE1, TAMRA/BHQ-2 abasic DNA cleavage fluorescence; P27695; 350,000 tested, 0.35% active; Potency, µM (doses to about 65.8 µM), for inactives: top-dose activity change, negative = inhibition, actives largely listed as inhibitors;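 further: potency means the concentration at half of the fitted maximal effect; plate controls were vehicle for no effect and reference inhibitor for full effect; nearly all actives have a fitted effect of over 55% in size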
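Incision of a quenched TAMRA/BHQ-2 THF abasic-site duplex (50 nM) by 0.75 nM APE1, after 15 min compound preincubation, measured as fluorescence increase over three 60 s reads. Values normalized to buffer, DMSO and NSC13755 control wells.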
Starred values were filed as active, the others as inactive; ? = inconclusive; . = not tested or not shown; & = joins results of further samples; [ ] = remark or other dose. Unless noted, the call rests on the fitted dose curve; in most records, active means well fitted curve in the direction sought with a large enough effect; inconclusive means small, poorly fitted or top-dose-only effect, or another doubt; inactive means no such curve, though single readings can be large; an effect the other way counts as inactive or inconclusive.

SMILES,Pol iota inh,LDHA inh,Pol kappa inh,Anesthetic bind,Pol eta inh,BLM helicase inh,Pol beta inh,Glioma ERSR ind,APE1 inh
Cc1cc(OCC(=O)N[C@@H](CSCc2ccccc2)C(=O)O)c2c(C)c(C)c(=O)oc2c1,-11%,-7,5%,-13%,7%,-7%,-8%,0%,5%
Cn1c(=O)c2c(-c3ccccc3)n3c(c2n(C)c1=O)C(c1ccco1)Nc1ccccc1-3 (configuration not stated),3%,1,-1%,-6%,-7%,-2%,-20%,0%,.
CN1C(=S)SC(/[N+]([O-])=C\c2ccc(Cl)cc2)C1(C)C (configuration not stated),0%,-8,2%,-15%,-4%,0%,12%,-4%,-2%
N#CCCn1c(=O)c(-c2ccccc2)nc2cnc(N3CCNCC3)nc21,.,.,-2%[60.1 µM],.,.,-11%,.,-3%,2%
CCCCOc1cccc(C(=O)Nc2ccc(NC(=O)c3ccco3)cc2)c1,28%,-2,-2%,3%,-1%,-3%,1%,-1%,49%[activator][12.4 µM]
CC(C)(C)OC(=O)NCCCC[C@@H](C(=O)NCCCCCCCCCCC(=O)N1CCN(C(=O)OC(C)(C)C)CC1)n1cc(CCCC(=O)O)nn1,22%,1,-6%,.,-8%,.,.,-3%,-4%
CCCCn1c(=S)[nH]c2c(oc3ccc(Cl)cc32)c1=O,.,.,.,-1%,.,-10%,3%,.,-2%
CC(=O)N1c2c(ccc3ccccc23)C(C)CC12CCCCC2 (configuration not stated),16%,-3,-8%,15%,-25%,-5%,-8%,-6%,-2%
COc1ccc(-c2nc(CCNS(=O)(=O)c3ccc4c(c3)OCCO4)cs2)cc1,39%[activator],5,7%,-11%,-12%,-2%,-14%,0%,?
O=C(NCc1ccccc1)Nc1cccn(Cc2ccccc2)c1=O,60%[activator],-3,-18%,?,-12%,-4%,?,-1%,1%
O=C(COC(=O)c1cccs1)NCc1ccc2c(c1)OCO2,-2%,0,-24%,?,6%,-6%,3%,2%,-3%
Cc1c(C(=O)NC2CC2)oc2ccccc12,-12%,-4,-1%,.,1%,.,.,-1%,21%
O=C(NCc1ccco1)c1ccc(Cn2c(=O)c3ccccc3n(Cc3cccc(Cl)c3)c2=O)cc1,-4%,-15,-22%,-12%,-7%,-6%,-29%,0%,0%
CC(=O)Nc1ccc(S(=O)(=O)Oc2ccc(N3C(=O)C4CCCCC4C3=O)cc2)cc1 (configuration not stated),4%,-5,6%,?,-14%,-5%,9%,-5%,-2%
Cc1cccc(CC2SC(N3CCN(c4ccccc4)CC3)=NC2=O)c1 (configuration not stated),15%,1,-6%,-17%,-16%,1%,-29%,-1%,3%
CCOC(=O)CC1C(=O)NCCN1S(=O)(=O)c1ccc(Cl)cc1 (configuration not stated),7%,-1,-9%,-6%,-6%,0%,8%,-6%,-2%
Cc1sc(NC(=O)c2ccccc2)c(C(=O)N2CCN(C)CC2)c1C,3%,-2,-11%,-5%,-7%,1%,-1%,0%,-3%
Cc1ccc(C(=O)OCC(=O)NCCc2ccc(S(N)(=O)=O)cc2)o1,-13%,-5,-33%,.,?,.,.,-2%,-13%
CSC(=O)NC12CC3CC(CC(C)(C3)C1)C2,9%,-7,-7%,?,-2%,-1%,-1%,-4%,0%
Cc1noc(NS(=O)(=O)c2ccc(NC(=O)CSc3nnc4c(n3)[nH]c3ccccc34)cc2)c1C,?,1,?,8%,25µM*,-1%,?,-5%,-1%
CC(C)C[C@H](NC(=O)C1CCN(S(=O)(=O)c2ccccc2)CC1)C(=O)NCc1ccncc1,72%[activator],-2,-22%,4%,-21%,-6%,-2%,-2%,31%
c1ccc2c(c1)CCN(c1nc3ccccc3n3cnnc13)C2,57%[activator],-1,-14%,?,-16%,-13%,?,3%,-2%
CCN1CCN(c2ccc(S(=O)(=O)N3CCOCC3)cc2NC(=O)c2ccc(Cl)s2)CC1,29%,-5,-17%,.,-14%,.,.,-3%,7%
COc1ccccc1-c1ccc(SCc2ccc(C)cc2)nn1,75%[activator],-9,-2%,-14%,-5%,-12%,-27%,6%,-5%
COC1CCN(C(=O)CC2C(=O)NCCN2CC2CCCCC2)CC1 (configuration not stated),-3%,1,-3%,-11%,-18%,-3%,36%,-7%,3%
COc1ccc(NC(=O)c2cc3c(s2)-c2c(C)cccc2OC3)cc1Cl,-2%,-14,-29%,118%[activator],?,-19%,11µM*,-5%,.
Cc1ccc(OCCCC(=O)Nc2ccc(S(=O)(=O)Nc3ccccn3)cc2)cc1,2%,-9,2%,-20%,-8%,-4%,-30%,-1%,?
CCN(c1ccc(C(=O)CN2C(=O)NC3(CCOc4ccccc43)C2=O)cc1)S(C)(=O)=O (configuration not stated),33%,-11,-10%,.,-24%,.,.,-4%,-3%
COc1ccc2nc(SCC(=O)Nc3c(C)cc(C)cc3C)[nH]c2c1,-7%,-3,-26%,-19%,-17%,-3%,36%,-4%,-2%
O=CNc1ccc(S(=O)(=O)NCc2ccccc2)cc1,13%,-1,-16%,-15%,1%,-1%,-4%,-4%,8%
CCOc1ccc(S(=O)(=O)Nc2cccnc2)cc1,?,-5,-5%,-13%,-2%,-4%,10%,-4%,-2%
CCOc1ccc(NC(=O)CC(Cc2cc(C)cc(C)c2)C(=O)O)cc1 (configuration not stated),228%[activator],-6,-9%,0%,-12%,1%,-1%,-4%,76%[activator]
CC(C)n1c(O)c(N=Nc2ccccn2)c2ccccc21,21%,-2,-10%,1%,-11%,-14%,16%,-5%,7%
CC(C)CN1C(=O)/C(=C(/C#N)C(=O)NC2CCCCC2)c2ccccc21,107%[activator],-2,-11%,-22%,-20%,-3%,-23%,-3%,-3%
Cn1cc(CCCC(=O)NCc2cccc(Br)c2)c2ccccc21,23%,-2,4%,-7%,-14%,1%,31%,0%,.
CC(C)C(C)(C#N)NC(=O)CSc1nc2scc(-c3ccc(F)cc3)c2c(=O)n1Cc1ccccc1 (configuration not stated),15%,-1,-4%,2%,-20%,-3%,18%[57.1 µM],-3%,-5%
COc1ccc(N2CCN(C(=O)CCCCCn3c(=S)[nH]c4cc5c(cc4c3=O)OCO5)CC2)cc1,33%[activator],0,-3%,-6%,7%,-5%,-2%,-2%,1%
CCCCNC(=S)NNC(=O)c1csc(C(C)C)c1,1%,-9,1%,-3%,-10%,5%,3%,4%,3%
Cc1cccc(NC(=O)CSc2nc3ccccc3c3nc(CCc4c(C)n[nH]c4C)nn23)c1,?,-3&-20,-7%[60.1 µM],1%&-23%,-3%&5%,-14%&-18%,6%&-3%,-3%&-4%,-6%
c1ccc(-c2ncc3ccccn23)cc1,-12%,-2,-3%,-12%,2%,1%,5%,5%,13%
O=C(O)c1cc(-c2ccncc2)nc2ccc(F)cc12,.,0,.,-7%,.,1%,9%,.,-8%
CCCCNC(=O)COC(=O)c1ccc(SC)cc1OC,26%,-2,7%,-13%,-5%,-7%,-9%,0%,5%
CCCc1c(C(=O)Nc2ccc(N3CCOCC3)cc2)cnn1-c1ccccc1,-16%,-4,-10%,-1%,0%,-3%,0%,-10%,-4%
O=C(O)CN1C(=O)C(=O)N(Cc2c(F)cccc2Cl)C1=O,-14%,-5,-7%[60.1 µM],29%,2%,-3%,12%,-1%,55%[activator]
O=C(CCCCCn1c(=O)[nH]c2ccccc2c1=O)NCc1ccc(Cl)cc1,27%,-1,2%[60.1 µM],-4%,1%,-3%,30%,-1%,.
O=C(CN1C(=O)S/C(=C/c2cccn2-c2ccc(O)cc2)C1=O)N1CCCC1,-8%,-5,-3%,?,-9%,-4%,9%,-2%,38%
CCC(CC)C(=O)Nc1cccc(C(=O)Nc2ccc(OC)cc2[N+](=O)[O-])c1,?,-3,2%,-10%,7%,-1%,23%,-5%,-2%
Cc1ccsc1C(=O)OCC(=O)c1cc(C)n(CC2CCCO2)c1C (configuration not stated),11%,-3,-10%,?,-15%,-7%,42%,-15%,-6%

An excerpt from above in order of the Pol kappa inh value, descending.
canonical_smiles,Pol kappa inh
CCCCNC(=O)COC(=O)c1ccc(SC)cc1OC,7%
CCC(CC)C(=O)Nc1cccc(C(=O)Nc2ccc(OC)cc2[N+](=O)[O-])c1,2%
COc1ccc(N2CCN(C(=O)CCCCCn3c(=S)[nH]c4cc5c(cc4c3=O)OCO5)CC2)cc1,-3%

Other entries follow:
SMILES,Pol iota inh,LDHA inh,Pol kappa inh,Anesthetic bind,Pol eta inh,BLM helicase inh,Pol beta inh,Glioma ERSR ind,APE1 inh
COc1cc(CNn2nnnc2N)cc(Br)c1OCc1c(Cl)cccc1Cl,-6%,0,6%,?,-10%,-3%,1%,-4%,-5%
Cc1ccc(Sc2ncnc3onc(C)c23)c(C)c1,-5%,0,-2%,-10%,-6%,-3%,20%,-2%,4%
CC1=C(C(N)=O)C(c2ccc(Cl)cc2Cl)n2ncnc2N1 (configuration not stated),9%,2,1%,5%,-1%,1%,21%,-4%,10%
CC1CCCN(S(=O)(=O)CCNC(=O)c2ccccc2)C1 (configuration not stated),70%[activator],-6,4%,.,-12%,.,.,0%,52%[activator]
Cc1cc(C)n(-c2ncc3c(n2)N(C)CCOC3=O)n1,144%[activator],-4,-6%,-10%,-11%,2%,5%,-4%,-4%
Clc1c2c(nc3ccccc13)CCC2,8%,0,10%,-4%,-2%,-2%,0%,-1%,58%[activator]
CCc1nnc(NC(=O)c2ccc(S(=O)(=O)N3CCCCC3)cc2)s1,87%[activator],-14,-6%,-8%,7%,-2%,15%,-2%,-3%
CCn1c(SCC(=O)Nc2cc(C)on2)nnc1-c1ccc(OC)cc1,63%[activator],-4,-13%,-7%,-2%,-2%,-11%,-1%,-3%
CC(C)(Cc1ccc(O)cc1)NC(=O)c1ccccc1,105%[activator],-1,-9%,-23%,10%,0%,13%,-4%,-2%

This is a subset, so the mix of outcomes need not match the whole.
